NCOA1 inh – SRC1 coactivator transcriptional activity inhibitors, primary screen, cell-based, luminescence; actives 0.12% (n = 360,000); HEK293 GAL4-SRC1 luciferase reporter; inhibition, % at 3.6 µM;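 active = inhibition above the campaign mean plus 3 SD, with each screening campaign given its own cutoff, cut at about 60% in these data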;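 note: 0% = DMSO treated cells and 100% = gossypol at 36 µM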
TWEAK-Fn14 inh – inhibitors of TWEAK-Fn14 signaling, primary screen, luciferase reporter cells, uHTS; inhibition, % at 10 µM; TWEAK-stimulated Fn14 reporter cells, luciferase luminescence, 8 h; AID 1159606, 2016; actives 2% (n = 360,000); in the data active = inhibition above about 50%
NCOA3 inh – SRC3 coactivator transcriptional activity inhibitors, primary screen, cell-based, luminescence; inhibition, % at 3.6 µM; AID 588352, 2011; actives 0.17% (n = 360,000); HEK293 GAL4-SRC3 luciferase reporter; Nuclear receptor coactivator 3 (Homo sapiens), Q9Y6Q9;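 active = inhibition above a per-campaign cutoff, the mean of all compounds plus 3 SD, cut at about 60% in these data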;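 note: 0% = DMSO-treated cells and 100% = gossypol-treated cells at 36 µM; higher means less SRC3-driven luciferase light from the GAL4 reporter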
NOD2-RIPK2 inh – NOD2-RIPK2 binding disruptors in cells, primary screen, fluorescence, CHO cells, BLA complementation; actives 0.38% (n = 360,000); Receptor-interacting serine/threonine-protein kinase 2 (Homo sapiens), O43353; CCF4 ratio; inhibition, % at 4.98 µM; in the data active = inhibition above about 21%;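 note: 0% = vehicle only and 100% = reference blocker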
ABHD5 PLIN5 PPI – ABHD5-PLIN5 interaction inhibitors, primary screen, cell lysate, split luciferase complementation, luminescence. Perilipin-5 (Homo sapiens) + 1-acylglycerol-3-phosphate O-acyltransferase ABHD5 (Homo …. Split G. princeps luciferase complementation, 4 h. inhibition, % at 4 µM. actives 0.78% (n = 360,000);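 active = inhibition above the mean inhibition across every tested compound plus 3 SD, cut at about 22% in these data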;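 note: 0% = DMSO only wells and the 100% control is not disclosed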
Granule exo inh – LAMP-1 surface exposure blockers, TALL-104 cells – cell-based, flow cytometry, MLPCN library, primary screen | TALL-104 LAMP-1 surface exposure; cells stimulated with thapsigargin and PMA | actives 0.66% (n = 360,000) | inhibition, % at 10 µM;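 active = inhibition above about 55%, limit read from the data; inconclusive = no clear call, values can overlap the other calls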
TROY signal inh – inhibitors of TROY-driven NF-kB signaling, primary screen, Q293 LMP1-TROYcd cells, NF-kB luciferase, uHTS; Q293 LMP1-TROYcd NF-kB luciferase reporter, 4 h; inhibition, % at 10 µM; actives 0.98% (n = 360,000);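 active = compounds whose plate-normalised and pattern-corrected inhibition of the luciferase reporter signal at the single screening dose is 50% or more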
LRH-1 inv ag – LRH-1 (NR5A2) inverse agonists, primary screen, cell-based, luminescence, HEK293T, StAR-luciferase reporter | Nuclear receptor subfamily 5 group A member 2 (Homo sapiens), O00482 | LRH-1 transfected, 24 h | inhibition, % at 3.6 µM | actives 0.13% (n = 360,000);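 active = inhibition above the mean inhibition of all tested compounds plus 3 SD, cut at about 73% in these data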;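 note: 0% = DMSO wells and 100% = reporter-only cells lacking LRH-1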
NCOA2 inhibitor – inhibition of GAL4-SRC2 driven luciferase reporter, primary screen, SRC2 inhibitor project, cell-based, luminescence | Nuclear receptor coactivator 2 (Homo sapiens), Q15596 | HEK293 GAL4-SRC2 luciferase reporter | inhibition, % at 9 µM | actives 0.17% (n = 370,000) | AID 651957, 2012;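 active = inhibition above the mean inhibition of all tested compounds plus 3 SD, set per campaign, cut at about 52% in these data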;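 note: 0% = DMSO treated cells and 100% = cells given Gossypol at 36 µM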
TLR9-MyD88 block – inhibitors of TLR9-MyD88 association in cells, primary screen, cell-based, CHO, BLA complementation, fluorescence; CCF4 FRET ratio; inhibition, % at 4.98 µM; actives 0.21% (n = 340,000); AID 504734, 2011; Toll-like receptor 9 (Homo sapiens) + Myeloid differentiation primary response protein …;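 active = inhibition above the mean over all tested compounds plus 3 SD, cut at about 21% in these data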;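 note: 0% = DMSO only wells and 100% = clavulanate BLA inhibitor control wells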
COUP-TFII inh – NR2F2 transcriptional activity inhibitors, primary screen, cell-based, luciferase reporter, HEK293T, luminescence. COUP transcription factor 2 (Homo sapiens), P24468. HEK293T NGFI-A luciferase reporter. inhibition, % at 8.6 µM. actives 0.7% (n = 370,000). AID 686940, 2013;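 active = inhibition above a per-plate cutoff, mean inhibition of test wells between control levels plus 3 SD, cut at about 38% in these data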;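 note: cells cotransfected with COUP-TFII expression vector driving the NGFI-A reporter; 0% = median of COUP-TF2 test wells and 100% = reporter-only cells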
* marks the source's active call; other numbers are inactive results; ? = inconclusive; · = no result given.

Every second line gives: ABHD5 PLIN5 PPI	TWEAK-Fn14 inh	TLR9-MyD88 block	COUP-TFII inh	Granule exo inh	NCOA3 inh	NCOA1 inh	NCOA2 inhibitor	LRH-1 inv ag	TROY signal inh	NOD2-RIPK2 inh
Cc1onc(-c2ccccc2)c1C(=O)N/N=C/c1cccc(O)c1
  -6	7	7	2	?	22	14	8	-8	19	-7
Cc1cc(C)n(CC(O)Cn2c3ccccc3c3ccccc32)n1 (stereo not given)
  5	-12	-3	3	-2	20	-6	11	-13	12	11
O=C1C=C(c2ccc(F)c(Cl)c2)C[C@@H](c2ccc(F)cc2)C1
  -6	-26	2	9	28	-8	1	10	-12	-30	-13
CCOc1ccc(Nc2ccc(N3C(=O)CCC3=O)cc2[N+](=O)[O-])cc1
  4	-1	-7	6	-2	-2	-6	1	-2	1	-9
CCOc1ccc(CC(=O)C2C(=O)CC(C)(C)CC2=O)cc1OCC
  -6	3	-10	-7	4	-4	5	17	-8	4	-3
CCCCOC(=O)CCc1nc2ccccc2[nH]1
  -1	1	-1	-4	2	-12	3	4	5	-10	-4
O=C(NNc1ccc([N+](=O)[O-])cc1[N+](=O)[O-])c1ccco1
  -1	12	-9	·	4	15	-9	·	54	5	4
CCOC(=O)c1cnc(SC)nc1Nc1cccc(F)c1
  6	-23	-11	2	0	24	3	-10	10	0	-13
Cn1c(CNc2cccc(Cl)c2)nnc1SCC(=O)OC1CCCCC1
  -4	7	4	-13	3	-2	5	8	3	10	6
O=C(CCN1C(=O)c2ccccc2C1=O)Nc1ccc(S(=O)(=O)NC2=NCCCCC2)cc1
  2	-3	1	9	1	0	0	16	6	-12	15
Cc1ccccc1S(=O)(=O)c1cc2ccccc2nc1N
  -5	13	-8	-6	-12	11	14	0	15	7	-12
O=C(CCC(=O)N1CCOCC1)NCc1cccc(C(F)(F)F)c1
  -7	7	0	12	0	2	-1	7	16	-8	3
FC(F)(F)c1ccc(Cl)c(-n2c(Cc3cccs3)n[nH]c2=S)c1
  -5	-12	11	5	4	1	-36	15	0	-21	-5
CC[C@]12c3[nH]c4cc(-c5ccco5)ccc4c3CCN1C(=O)[C@@H](CC(=O)NCC13CC4CC(CC(C4)C1)C3)C[C@@H]2C(=O)N1CCN(C(=O)c2ccco2)CC1
  17	5	-12	-8	2	-39	1	-34	-13	9	-6
O=C1CC(c2ccccc2)CC2=C1C1(CCCC1)N=C(Nc1nc3ccccc3o1)N2 (stereo not given)
  2	-6	·	6	4	-1	-9	3	31	5	-1

Next section.
Every second line gives: ABHD5 PLIN5 PPI	TWEAK-Fn14 inh	TLR9-MyD88 block	COUP-TFII inh	Granule exo inh	NCOA3 inh	NCOA1 inh	NCOA2 inhibitor	LRH-1 inv ag	TROY signal inh	NOD2-RIPK2 inh
O=C(Nc1ccccc1)c1cnc(-c2ccccc2)nc1-c1ccccc1
  -4	7	-5	17	8	14	5	2	-6	-9	4
Cc1cccc(N2CCN(CC(=O)Nc3nccs3)CC2)c1C
  4	16	3	-4	-1	6	-2	29	-24	-5	2
CS(=O)(=O)N(CC(=O)N1CCN(Cc2ccccc2)CC1)c1ccc2c(c1)OCCO2
  0	15	-5	4	0	-42	-11	7	-9	19	0
Cc1cc(C(=O)COc2ccc(Br)cc2F)c(C)n1CC1CCCO1 (stereo not given)
  -3	8	1	-2	-2	-13	-9	8	-27	-3	17
C/C(=N\NC(=O)CNC(=O)c1cccs1)c1ccc(Cl)c(Cl)c1
  10	-29	-5	10	4	-15	-5	-15	-5	-11	2
CC(C)c1ccc(NC(=O)CSc2nnc(-c3ccccn3)n2C)cc1
  -10	7	-19	9	-3	-6	-33	-4	-17	7	10
COc1ccc2ccccc2c1C=NN1CCCCC1
  -20	-19	13	6	-3	3	-8	-14	2	22	1
Cc1ccc(C2CCN(C(=S)NC3CCCCC3)C2)cc1 (stereo not given)
  -2	-14	-5	-5	5	-7	-13	-11	-28	-51	-1
CCc1ccc2c(c1)Sc1ccccc1CC2N1CCN(C)CC1 (stereo not given)
  12	-7	-7	-16	58*	8	1	-7	-5	-60	0
Cc1ccc(C(=O)NCCNC(=O)c2ccccn2)cc1
  0	-17	-5	6	-7	1	-5	-6	10	-13	-16
Cc1ccc(NC(=O)c2ccc([N+](=O)[O-])cc2Cl)nc1
  -9	-28	7	-29	-3	-80	-93	-33	-120	-30	-4
O=c1oc(-c2cccs2)nc2sc3c(c12)CCCC3
  -9	42	-6	3	0	18	-3	0	-15	-38	-3
C=CCNC(=O)CSc1nc2sccc2c(=O)n1-c1ccccc1
  -8	20	10	-13	5	2	-12	8	23	8	-2
O=C(COC(=O)c1ccc(O)cc1O)Nc1cc(-c2ccccc2)nn1-c1ccccc1
  -3	-1	11	-23	0	10	-6	11	6	39	1
CCOC(=O)C1(Cc2ccccc2)CCCN(C(=O)c2cnn(CC)c2)C1 (stereo not given)
  0	-11	4	-22	-1	-59	-73	-32	-59	-46	11

The list continues.
Every second line gives: ABHD5 PLIN5 PPI	TWEAK-Fn14 inh	TLR9-MyD88 block	COUP-TFII inh	Granule exo inh	NCOA3 inh	NCOA1 inh	NCOA2 inhibitor	LRH-1 inv ag	TROY signal inh	NOD2-RIPK2 inh
O=c1ccccn1Cc1c(F)cccc1Cl
  3	4	5	-23	-2	0	2	10	-7	6	8
COc1ccccc1CN1C[C@@H]2C[C@@H](c3ccc4nsnc4c3)N3CCC[C@@]23C1=O
  -5	1	-7	-17	-1	2	1	3	-5	-1	-1
COc1cc2c(=O)n(CCC(=O)NCC3CCCO3)c(=O)n(CC(=O)Nc3ccc(F)cc3)c2cc1OC (stereo not given)
  0	0	1	8	11	-6	12	-16	-2	-2	-1
CC(O)(c1cccc(F)c1)c1nc(-c2ccoc2)cs1 (stereo not given)
  21	24	·	6	-2	-2	3	-1	15	1	-6
Cc1ccc2nc3n(c(=O)c2c1)-c1cc2ccccc2cc1C(=O)NC3Cc1ccc(O)cc1 (stereo not given)
  -7	26	-2	4	7	-2	-33	-35	16	34	-5
Cc1nn(Cc2ccccc2Cl)c(C)c1NC(=O)CCCn1nc([N+](=O)[O-])c(Cl)c1C
  -3	14	-2	4	-6	12	-22	32	-7	17	-2
Cc1cc(C)cc(NC(=O)c2ccc3c(c2)CCN3S(C)(=O)=O)c1
  3	4	-9	-19	-16	2	14	4	-30	-3	-9
COCCNC(=S)N/N=C(\C)c1ccccc1OC
  -3	5	13	10	1	-8	-9	3	16	-10	-3
CC(Oc1ccc(F)cc1F)C(=O)/C=C/N(C)C (stereo not given)
  -3	14	2	14	0	8	4	3	19	11	-3
CC(C)Nc1ncnc2c1cnn2-c1ccccc1
  10	10	7	-23	1	-161	-91	-35	-196	-55	-5
CCOC(=O)c1ccc2nc(C)c(CCC(C)=O)c(Cl)c2c1
  -5	-7	-1	-30	-1	-92	-102	-65	-110	-16	-1
COc1ccc([C@H]2C[C@H](O)[C@@H](n3cc(C4CC4)nn3)CN2CC2CCCCC2)cc1
  3	-6	4	-8	-2	-12	-19	19	18	-1	1
CCOCCc1nn2c(=O)cc(CSCC(=O)Nc3ccccc3)nc2s1
  2	-21	-5	0	1	-9	-4	-25	-7	-2	-23
O=C(c1ccc(Cn2ccc([N+](=O)[O-])n2)cc1)N1CCN(Cc2ccccc2)CC1
  3	17	3	11	-1	15	2	16	24	7	-6
COc1ccc(NC(=S)N2CCC(NC(=O)c3ccccc3C)CC2)cc1
  0	-3	-10	-11	-8	3	9	11	-6	-8	-8

Additional compounds
Every second line gives: ABHD5 PLIN5 PPI	TWEAK-Fn14 inh	TLR9-MyD88 block	COUP-TFII inh	Granule exo inh	NCOA3 inh	NCOA1 inh	NCOA2 inhibitor	LRH-1 inv ag	TROY signal inh	NOD2-RIPK2 inh
COc1ccccc1C1NC(=O)NC(C)=C1C(=O)Nc1cccc(C)c1C (stereo not given)
  -1	0	-9	19	0	-6	-1	10	14	-20	-17
CN(CC(=O)Nc1cccc(F)c1)C(=O)c1ccc(OCc2ccccc2)cc1
  1	18	-7	0	-3	-19	-1	21	-22	0	-7
Cc1cc2cc(CNC(=O)c3cccc([N+](=O)[O-])c3)ccc2[nH]1
  -13	6	-23	-17	-2	9	7	-5	11	-4	-1
CC(Oc1ccccc1F)C(=O)NNC(=O)CCS(=O)(=O)c1ccccc1Cl (stereo not given)
  0	3	-9	7	-2	3	1	-44	3	6	-6
COC(=O)C1CCN(C(=O)COC(=O)[C@@H]2CC(O)CN2S(=O)(=O)c2ccc3c(c2)OCCO3)CC1 (stereo not given in full)
  1	-4	-5	4	1	5	11	13	-33	-15	2
COc1ccc(O)c(CN2CCCC(C(=O)Nc3cccc(-n4cccn4)c3)C2)c1 (stereo not given)
  2	-8	1	9	10	-23	4	11	17	12	-12
C/C(=C\c1ccc2c(c1)OCO2)C1Nc2cccc3cccc(c23)N1
  -4	12	4	-13	-2	-24	3	-56	9	-28	-8
Cc1ccc(NC(=S)NC(NC(=O)c2ccco2)C(Cl)(Cl)Cl)cc1 (stereo not given)
  -9	8	2	-1	3	-1	-12	20	4	3	11
CCc1nn(CC(=O)NC(C)CCc2ccccc2)c(=O)c2cc3cc(F)ccc3n12 (stereo not given)
  -4	-23	-5	5	-6	4	7	17	14	5	-4
Cc1cc(NC(=O)C(C)Oc2ccc(Cl)cc2Cl)no1 (stereo not given)
  2	2	2	3	-10	-10	-10	-6	-31	-57	-2
CCCCNC(=O)c1nc(C2CCN(S(=O)(=O)c3c(F)cccc3F)CC2)oc1-c1ccccc1
  -7	31	·	7	4	15	11	-14	-30	19	1
CCN(CC(=O)Nc1ccc([N+](=O)[O-])cc1OC)c1ccccc1
  -1	-9	-6	13	2	18	-3	-3	40	-5	-5
Cc1ccc(Cn2c(SCc3cccnc3)nc3c2c(=O)n(C)c(=O)n3C)cc1
  1	12	-8	-3	0	12	-8	-4	9	-16	-1
COCC(=O)N1CCC(Oc2ccc(C(=O)NCc3csc(C(C)C)n3)cc2)CC1
  4	5	2	16	0	-1	-9	-5	-6	-3	-1
O=C(c1ccc(F)cc1)C1CCN(C(=S)Nc2ccccc2Cl)CC1
  2	0	-5	-4	0	11	-9	14	-4	4	13
NS(=O)(=O)c1ccc(CCNC(=O)COC(=O)C2CCC2)cc1
  -5	-10	-3	-1	-22	3	2	10	-5	-1	-1
COc1ccc(N2C(=O)/C(=C/N(C)C)NC2=S)cc1
  -3	-13	-5	-11	0	23	-20	-18	-5	4	-4
Cc1ccc2nc(Nc3ccc(C)c(Cl)c3)c3nncn3c2c1
  2	-24	-16	6	-9	10	-31	6	-19	-3	0

Not all compounds are listed; the hit share may differ from the screen's.
